Source: PubChem
MEKK3 PB1 HTS = raises or lowers MEK5 binding to the human MEKK3 PB1 domain; binding response (% of control), % at 10 µM; Q99759; actives 1.4% (n = 290,000); AID 1529; bead-based flow cytometry, Alexa488-MEK5 binding to MEKK3; actives lie on both sides; 0 = blocked by unlabeled MEK5, 100 = vehicle;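 active means binding response more than 3 SD above or below the average of its plate-row segment, actives on both sides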;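 further: Alexa488 bead fluorescence after subtracting the streptavidin-only scavenger bead signal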
IDE inh = inhibitors of human insulin-degrading enzyme in cells. P14735. HEK cells, FAbetaB cleavage, fluorescence polarization. inhibition, % at 5.59 µM. actives 0.41% (n = 320,000). AID 434962;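 active means percent inhibition above the average of all tested compounds plus 3 SD, set per screening campaign, cut at about 16% in these data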;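 further: IDE supplied by intact live HEK cells; FP after avidin binding of uncleaved biotin substrate so inhibition keeps polarization high; 0% = DMSO wells and 100% = 60 µM reference IDE inhibitor Ii1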
Target sequence (P14735 whole entry, looked up): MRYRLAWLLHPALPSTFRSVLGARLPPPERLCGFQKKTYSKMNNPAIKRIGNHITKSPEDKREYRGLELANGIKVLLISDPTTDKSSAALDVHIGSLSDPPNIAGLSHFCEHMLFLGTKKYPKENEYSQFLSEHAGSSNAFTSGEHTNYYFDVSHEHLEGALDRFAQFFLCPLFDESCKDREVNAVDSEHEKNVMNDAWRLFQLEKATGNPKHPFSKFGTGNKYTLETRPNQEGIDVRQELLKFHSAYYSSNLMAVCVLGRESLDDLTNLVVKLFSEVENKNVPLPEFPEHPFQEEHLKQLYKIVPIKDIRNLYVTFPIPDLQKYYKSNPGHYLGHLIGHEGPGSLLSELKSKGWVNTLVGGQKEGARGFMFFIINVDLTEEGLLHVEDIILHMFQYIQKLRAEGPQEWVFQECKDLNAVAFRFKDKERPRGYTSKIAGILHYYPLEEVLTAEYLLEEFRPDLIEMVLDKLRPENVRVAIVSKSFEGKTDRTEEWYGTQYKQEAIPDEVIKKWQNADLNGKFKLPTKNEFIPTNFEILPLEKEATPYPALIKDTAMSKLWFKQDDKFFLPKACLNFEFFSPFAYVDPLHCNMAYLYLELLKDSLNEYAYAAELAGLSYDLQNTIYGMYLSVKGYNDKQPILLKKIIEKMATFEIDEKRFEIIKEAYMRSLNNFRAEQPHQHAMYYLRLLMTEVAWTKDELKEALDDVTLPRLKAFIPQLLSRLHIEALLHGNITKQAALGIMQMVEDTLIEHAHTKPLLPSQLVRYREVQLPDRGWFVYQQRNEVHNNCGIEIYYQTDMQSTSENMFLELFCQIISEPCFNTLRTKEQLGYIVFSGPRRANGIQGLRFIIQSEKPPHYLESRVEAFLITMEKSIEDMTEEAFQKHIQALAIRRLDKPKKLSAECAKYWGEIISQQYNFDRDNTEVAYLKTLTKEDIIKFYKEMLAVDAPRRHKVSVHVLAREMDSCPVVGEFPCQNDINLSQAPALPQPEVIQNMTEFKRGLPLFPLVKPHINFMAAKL
MEKK2mut PB1 HTS = signal of MEK5 binding to mutant human MEKK2 PB1 domain. bead flow cytometry, Alexa488-MEK5 binding to MEKK2 mutant. percent response, % at 10 µM. actives 0.35% (n = 290,000). AID 1530; in the data active means percent response above about 24%, passing the limit was not always enough; further: inactives centre near 1; some results filed as inactive read as strong as hits; reference of the scale not given here
IDE act = IDE (human) activation, cell-based | AID 493087 | HEK cells, FAbeta-B cleavage, fluorescence polarization; 0% vehicle, 100% cell-free pure enzyme wells | activation, % at 5.96 µM | actives 0.073% (n = 340,000);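 active means activation above the mean of all tested compounds plus 3 SD, set per screening campaign, cut at about 17% in these data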
NALP1 inh = NALP1 inhibition; S. cerevisiae NALP1/ASC/caspase-1 growth, X-gal OD620, 72 h; inhibition, % at 10 µM; actives 0.61% (n = 280,000); AID 2071; in the data active means inhibition mostly above about 24%, no sharp cut-off; inactive means mostly below about 32%; further: some compounds called inactive have numbers as strong as hits
pCIP destab = compounds decreasing mouse p/CIP protein stability; Q05BA5; F442A p/CIP-EGFP cells, EGFP fluorescence, 16 h; decrease of EGFP signal, % at 10 µM; actives 0.01% (n = 290,000); AID 1984;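 active means EGFP signal decrease of at least 30% at 10 µM or well 3 SD below plate mean, unless failing retest; inactive means the rest, including hits failing retest or dose response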; further: some compounds called inactive have numbers as strong as hits; many of its hits are not listed in these tables
PfM18AAP inh = PfM18AAP enzyme inhibition | recombinant PfM18AAP, H-Glu-NHMec fluorogenic cleavage | inhibition, % at 7.35 µM | actives 1.2% (n = 290,000);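 active means inhibition above the campaign mean inhibition over all tested compounds plus 3 SD, cut at about 28% in these data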;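 further: 0% = plate median of test compound wells and 100% = 2 mM ZnCl2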
MEKK2wt PB1 HTS = raises or lowers MEK5 binding to wildtype human MEKK2 PB1 domain; bead flow cytometry, Alexa488-MEK5 binding to MEKK2 WT; actives lie on both sides; binding response (% of control), % at 10 µM; actives 1.1% (n = 290,000); AID 1531; in the data active means binding response below about 67% or above about 130%
UBC9 SUMO inh = SUMOylation inhibition; P63279; HTRF SUMOylation assay, SAE1/SAE2 + UBC9, in vitro; inhibition, % at 35 µM; actives 0.36% (n = 290,000); in the data active means inhibition above about 50%, passing the limit was not always enough; further: strong numbers were not always called active
An asterisk follows results filed as active; / = not tested or not shown; [ ] = remark or other dose. This is a subset; count on the stated rates, not on these rows.

SMILES	MEKK3 PB1 HTS	IDE inh	MEKK2mut PB1 HTS	IDE act	NALP1 inh	pCIP destab	PfM18AAP inh	MEKK2wt PB1 HTS	UBC9 SUMO inh
CCCc1cc(=O)n2nc(N3CCC(C(=O)N4CCN(c5ccc(OC)cc5)CC4)CC3)sc2n1	99	7	1	2	9	-30	5	99	0
CC(C)(C)c1ccc(OC(=O)N2CCOCC2)cc1	104	0	3	8	19	4	-4	102	10
Cc1cc(NC(=O)c2cc([N+](=O)[O-])cc([N+](=O)[O-])c2C)no1	96	4	-11	1	0	7	-6	84	9
COC(=O)C1=C(N)Oc2cc(C)n(CC3CCCO3)c(=O)c2C1c1ccc(Cl)cc1 (stereo not given)	99	-2	2	4	0	-4	-21	100	27
CN1OC(Cn2cc(C#N)c(=O)n(C)c2=O)CC1c1ccccc1 (stereo not given)	104	-3	-4	13	15	-7	1	97	4
COc1ccc(N2CCN(C(=S)Nc3cccc(C)c3)CC2)cc1	100	-1	2	-4	-11	-8	0	102	0
OCCN1CCN(CC(O)COCc2ccc3c(c2)OCO3)CC1 (stereo not given)	98	-2	-2	2	-6	2	5	111	15
O=C(COC(=O)c1ccc2ccccc2n1)Nc1cccc(S(=O)(=O)NC2=NCCCCC2)c1	100	2	-15	1	17	9	2	89	-2
CN(C(=O)CSc1nc(-c2ccccc2)cs1)C1CCS(=O)(=O)C1 (stereo not given)	96	4	-1	-4	14	-12	0	95	20
O=C(CN1CCN(Cc2ccccc2)CC1)Nc1ccc(Cl)cc1	101	1	4	1	17	-22	11	107	1
CCN(C(=O)CN(C)Cc1cccc(Cl)c1Cl)c1c(N)n(Cc2ccccc2)c(=O)[nH]c1=O	102	-1	22	2	22	-15	-4	112	8
C=CCc1c(C)nc(-c2ccccc2)nc1N/N=C(\C)c1ccc(N)cc1	101	1	-1	6	30	1	52*	102	10
CCC(=O)c1ccc(OCc2ccc(C#N)cc2)cc1	96	5	-4	3	0	-7	0	100	-3
CCc1nn(CCCC(=O)NCc2ccco2)c(=O)c2cc3occc3n12	100	1	1	5	5	11	1	98	6
COc1cc(CNCc2cc(OC)c(OC)c(OC)c2)cc(OC)c1	102	3	2	2	3	4	1	105	12
O=C(CNC(=O)c1ccccc1F)NCc1cccnc1	103	2	1	1	-6	2	-12	102	6
O=[N+]([O-])c1ccc(S(=O)(=O)Nc2nnc(C(F)(F)F)s2)cc1	107	6	12	-1	-2	15	-1	100	5
O=C(c1ccccc1)N1CCC(CC2CC(c3ccc(Cl)cc3)=NO2)(C(=O)NCC2CCCCC2)CC1 (stereo not given)	99	3	-1	0	-3	-9	-7	88	-5
CCCCOC(=O)c1ccc(Nc2ncnc3nc[nH]c23)cc1	110	0	12	5	27	-1	-13	114	22
COc1ccc(NC2CCCN(C(=O)CSc3ccccn3)C2)cc1OC (stereo not given)	101	1	4	-4	0	-20	16	102	4
Cc1ccccc1C(=O)N1CCC(C(=O)NC2CCCC2)CC1	105	3	7	-1	12	-10	3	105	-2
CCn1c(N2CCC(Cc3ccccc3)CC2)nc2c1c(=O)[nH]c(=O)n2C	/	-5	/	0	-11	-12	-6	/	-11
CSc1ncccc1C(=O)NC1CCN(Cc2ccccc2)CC1	100	-2	6	5	5	-5	1	100	12
CCOc1ccccc1NC(=O)CNS(=O)(=O)c1ccc2nc(C)sc2c1	100	-2	0	2	6	2	-7	99	6
CC(=O)N1CCN(C(=O)CCC(=O)O)CC1	19*[inhibitor]	-4	-6	3	/	5	-5	7.0*[inhibitor]	-11
NC(=O)NC(=O)COC(=O)CNS(=O)(=O)c1ccc(F)c(F)c1F	112	-2	31	7	5	-7	6	116	-6
CC(=O)Nc1ccc(S(=O)(=O)NCCCc2ccccc2)cc1	100	-3	0	7	16	5	2	100	-6
NC(=O)COC(=O)c1ccc2c(c1)C(=O)N(Cc1ccco1)C2=O	99	-6	-4	2	18	8	-2	100	15
Cn1c(=O)n(Cc2ccc(F)cc2)c(=O)c2c1nc1n2CCN1Cc1ccco1	104	3	6	0	10	11	-7	100	1
C=C(Cl)COC(=O)C1C2C=CC(C2)C1C(=O)O (stereo not given)	110	2	-3	5	9	-5	0	100	16
Cc1ccc(C(=O)OCCc2c(C)[nH]n(-c3ccccc3)c2=O)cc1	104	-3	1	-2	-5	-7	-8	105	-21
Nc1c(C(=O)N/N=C/c2ccccc2)cnn1-c1ccccc1	/	11	/	4	/	-5	-4	/	7
CC(CCC(=O)O)C1CC[C@H]2C3CCC4CC(=O)CCC4(C)[C@H]3CC(=O)C12C (stereo not given in full)	99	-1	2	3	16	-8	-4	100	6
CCOc1c2ccc(C(=O)NCCc3ccc(C)cc3)cc2nn1CC	83	2	-6	2	-20	-9	-3	91	30
Cc1ccc(Nc2ncnc3ccccc23)cc1	100	4	-9	6	3	-2	-9	97	4
COc1ccc2cc3c(N)nn(C(=O)Cc4ccc(Cl)cc4)c3nc2c1	/	-1	/	4	4	-1	8	/	53
COc1ccc(CCNC(=O)c2ccc(-c3ccc([N+](=O)[O-])cc3Cl)o2)cc1	100	-1	4	0	18	-7	8	99	20
CC1(C)Oc2ccc(C(=O)N3CCCC3)cc2N(CC(=O)NCc2ccccc2)C1=O	104	0	7	5	14	8	-3	106	-12
Cc1cc2ccc3ccccc3c2cc1CN(C)C	115	1	8	/	30	5	-3	118	9
N#Cc1cnc(NN)nc1	63	0	-8	-2	-13	-7	17	74	-3
O=C(N/N=C/c1cn[nH]c1-c1ccc(Cl)cc1)c1ccc([N+](=O)[O-])cc1	107	3	5	-5	1	-6	3	90	-19
Cc1[nH]nc(N)c1-c1ccccc1	97	2	-10	9	9	-5	-3	93	18
CCOC(=O)C1=C(C)NC(C)=C(C(=O)OCC)C1C(=O)OCC(=O)c1ccc2c(c1)OCCO2	102	2	1	0	12	-2	-5	98	10
NC(=O)[C@H]1CC2(CC(c3cccc(NC(=O)COc4ccc(Cl)cc4)c3)=NO2)CN1C(=O)[C@H]1CCC(=O)N1 (stereo not given in full)	75	4	-2	6	0	-1	/	99	13
O=C(CCCOc1ccccc1)Nc1ccccc1C(F)(F)F	102	0	-2	1	26	1	-3	100	8
CS(=O)(=O)N(CC(=O)Nc1ccccc1C(=O)NCc1ccco1)c1ccc2c(c1)OCCO2	97	8	-8	0	13	4	-10	99	22
O=C(Oc1c(CN2CCOCC2)cc(Cl)c2cccnc12)c1ccc(F)cc1	101	4	-2	4	5	-4	6	100	6
COC(=O)C1=C(NC(=O)C(C)(C)C)CCS1	101	-1	8	3	16	-1	-1	101	9
COc1ccc(N(CC(=O)Nc2ccccc2C(=O)NCC(C)C)S(C)(=O)=O)cc1	97	-1	-1	-1	24	6	-6	97	-12
O=C(CNS(=O)(=O)c1cccs1)N1CCN(c2ccccc2F)CC1	100	2	5	0	-1	-16	7	100	1

The list goes on.
SMILES	MEKK3 PB1 HTS	IDE inh	MEKK2mut PB1 HTS	IDE act	NALP1 inh	pCIP destab	PfM18AAP inh	MEKK2wt PB1 HTS	UBC9 SUMO inh
COc1cccc(C2CC(c3ccc(C)cc3)Nc3nc(N)nn32)c1 (stereo not given)	100	-4	2	4	/	-4	-13	102	16
CN1CCN(/C=N/c2sc3c(c2C#N)CCCCC3)CC1	103	-1	9	1	19	-4	5	108	2
COc1ccc(C(=O)Nc2cccc(-c3cnc4ccccc4n3)c2)cc1	97	11	2	6	35	0	3	101	24
C#CCOCCOCCOCCNc1nc(N2CCN(C(=O)[C@H]([C@@H](C)CC)n3cc([C@@H](N)CO)nn3)CC2)nc(N2CCN(C(=O)[C@H]([C@@H](C)CC)n3cc([C@@H](N)CC(C)C)nn3)CC2)n1	112	0	27	2	5	-12	-2	139*	12
CC(C)C(C(=O)OCC(=O)c1cccc([N+](=O)[O-])c1)N1C(=O)[C@@H]2[C@H]3CC[C@H](C3)[C@@H]2C1=O (stereo not given in full)	93	-2	-4	-5	2	-9	-2	92	12
COC(=O)C1=C[C@@H](C(=O)OC)[C@@H]2C3=C(C(=O)[C@]2(CC(C)C)NC(=O)c2ccccc2)[C@H](C)n2c(=O)n(-c4ccccc4)c(=O)n2[C@@H]3C1	109	-2	5	3	/	/	/	105	/
CNC(=O)CN(c1ccc2c(c1)OCCO2)S(C)(=O)=O	99	-3	0	1	13	-13	3	99	13
N#C/C(=C/c1cccn1-c1cccc(C(=O)O)c1)c1ccc(F)cc1	103	/	0	4	17	-12	0	101	0
O=S(=O)(c1cccc(F)c1)N1CCCN(c2ccc(C(F)(F)F)cn2)CC1	82	7	-9	/	3	-1	5	82	12
COC(=O)c1sc(NC(=O)C(C)c2ccccc2)nc1C (stereo not given)	101	3	-2	-5	25	4	0	102	-10
COCCNC(=O)CN1CCN(C(c2ccccc2)c2ccccc2)CC1	98	-4	-2	2	27	-1	17	99	5
COc1ccc(CNc2nc(NCc3ccc(OC)c(OC)c3)n(C(=O)c3cccs3)n2)cc1OC	85	7	-15	-1	11	-11	0	89	5
CCc1ccc(CNCCSc2nnnn2C)cc1	104	-2	3	2	12	-5	-4	105	8
CCOC(=O)c1ccc(NC(=O)CN2C(=O)C(=O)N(CC(C)C)C2=O)cc1	103	0	2	8	6	-18	10	101	17
O=C(Cn1c(=O)oc2cc(S(=O)(=O)N3CCCC3)ccc21)N1CCN(C2CCCCC2)CC1	106	-1	0	1	22	1	-3	108	14
Cc1ccccc1S(=O)(=O)NNC(=O)C(=O)NNc1ccccn1	/	7	/	-5	31	2	8	/	-48
CCCN1C(=O)c2ccccc2NC1c1ccc(OC)cc1O (stereo not given)	95	1	-2	0	10	-19	-3	102	22
O=C(O)COc1cccc2ccccc12	100	-1	13	-3	-6	-6	-12	103	14
Cc1nn2c(NCCOCCO)c3c(nc2c1-c1ccccc1)CCCC3	89	3	-5	-2	-5	-20	1	89	-2
O=S(=O)(c1ccccc1)N1CCN(c2nc3ccccc3s2)CC1	/	-6	/	-6	-12	-7	-1	/	3
CCOc1ccc(C(=O)Nc2ccncc2)cc1	90	0	-7	6	-5	-27	3	88	3
OC1C2(Cc3ccccc3)CN3CCN(C2)CC1(Cc1ccccc1)C3 (stereo not given)	101	2	1	-3	14	-6	1	108	12
Cc1ccccc1NC(=O)Cn1c(C)nc2ccc(N)cc2c1=O	96	5	-1	5	-2	-4	3	96	20
C=C(C)CSc1nnc(CCNC(=O)OC(C)(C)C)o1	97	-6	-3	9	3	-17	-15	98	29
O=C(COc1nncc2ccccc12)Nc1ccc(F)c(F)c1	105	-1	-2	-3	1	3	1	101	-5
COc1ccccc1Oc1ccc(S(=O)(=O)N2CCCC2)cc1	102	5	1	-3	-18	-7	8	105	-7
NC(=O)C1CCN(c2nnnn2-c2ccccc2)CC1	103	-1	7	-2	4	-19	-1	101	20
CNc1nc(-c2ccc3c(c2)CCN3C(=O)c2ccccc2C)cs1	101	-1	-2	-2	-4	-7	-1	99	-2
